HSF1 inhib: HSF1 inhibition; NIH3T3-HGL HSE-luciferase, MG132-induced, luminescence 8 h; active compounds read low; activity change, negative = inhibition, % at 7.5 µM (by protocol); 0.77% of 300,000 active; AID 2098;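 active means more than half of replicate wells show activity change below -50%, luminescence cut by over half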;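 further: luciferase reports HSF-1 transcriptional activity via heat shock element; 0% = median of DMSO wells and -100% = zero luminescence signal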
HSF1 activator: increases HSF-1 driven luciferase reporter signal | AID 504408 | 1.7% of 300,000 active | activation, % at 9 µM | NIH3T3-HGL HSF-1 luciferase reporter, MG132, 8 h; 100% = twice DMSO control signal;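 active means mean replicate activation of at least 50% with a set share of replicates each reaching 50%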;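 further: 0% = median of the neutral control wells and 100% = twice that signal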
IEC-6 cytotox: counter-screen for KLF5 inhibitors: cytotoxicity in IEC-6 cells; IEC-6 cytotoxicity, luminescence viability; inhibition, % at 5 µM; 0.78% of 290,000 active; AID 1825; in the data active means inhibition above about 22%;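 further: 0% = plate median of test compound wells and 100% = cytotoxic reference compound wells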
KLF5 inh: inhibitors of KLF5 expression. 0.23% of 290,000 active. inhibition, % at 5 µM. DLD-1 KLF5 promoter-luciferase reporter, luminescence. AID 1700;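 active means inhibition above a per-plate limit of that plate's mean compound inhibition plus 3 SD, cut at about 60% in these data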;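 further: 0% = DMSO wells and 100% = LY294002 at 200 µM; higher means less KLF5 promoter-driven luciferase light; inactives centre near -14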
GSK3A inh: human GSK-3 alpha kinase inhibition; ADP-Glo luminescence, 60 min; 0.1% of 320,000 active; inhibition, % at 10 µM; AID 2650;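 in the data active means inhibition above about 50%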;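 further: GST-tagged GSK-3 alpha with peptide substrate and 25 µM ATP; 0% = DMSO neutral wells and 100% = GW8510 positive control wells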
Target sequence (P49840 whole entry, looked up): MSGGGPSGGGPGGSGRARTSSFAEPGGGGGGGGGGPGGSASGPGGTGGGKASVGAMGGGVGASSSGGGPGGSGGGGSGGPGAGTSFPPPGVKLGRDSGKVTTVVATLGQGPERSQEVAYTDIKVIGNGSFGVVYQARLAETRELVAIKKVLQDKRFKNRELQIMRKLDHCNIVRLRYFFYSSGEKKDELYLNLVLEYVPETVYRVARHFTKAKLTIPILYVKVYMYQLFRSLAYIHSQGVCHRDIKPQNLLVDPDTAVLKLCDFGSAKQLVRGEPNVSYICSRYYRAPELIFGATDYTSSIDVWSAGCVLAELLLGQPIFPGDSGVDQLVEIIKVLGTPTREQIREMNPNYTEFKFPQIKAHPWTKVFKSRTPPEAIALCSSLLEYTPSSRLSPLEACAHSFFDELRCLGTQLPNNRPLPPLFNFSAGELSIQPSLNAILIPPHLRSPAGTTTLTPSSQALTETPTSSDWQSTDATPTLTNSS
HSP90 inh: HSP90 refolding inhibition in rabbit reticulocyte lysate | luciferase refolding luminescence, 3 h | 0.91% of 290,000 active | inhibition, % at 5.6 µM;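 active means inhibition above the screen-wide mean plus 3 SD, computed separately per campaign, cut at about 16% in these data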;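 further: 0% = DMSO wells and 100% = 60 µM geldanamycin wells; inhibitors lower the luminescence because luciferase stays unfolded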
AI-2 QS modul: modulators of Vibrio harveyi AI-2 quorum sensing system; Vibrio harveyi JMH597 AI-2 luminescence/OD600 ratio, 9 h; active compounds read low; strain lacks LuxN and CqsS sensors; 0 = neutral-control median; activity change, % at 7.5 µM; 0.4% of 300,000 active; AID 2094; in the data active means activity change below about -75%, passing the limit was not always enough;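 further: luminescence divided by OD600 gain over 9 h not by final OD600 alone; inactives centre near 13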
HIF activator: HIF pathway transcriptional activation. AID 1910. 0.32% of 300,000 active. U2OS HRE-luciferase reporter, luminescence; normalized: DMSO 0%, desferrioxamine 100%. activation, % at 7.5 µM (by protocol);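 active means mean activation of at least 10% of the iron chelator positive control signal, with at least half of replicates also reaching 10%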
aSyn 5UTR inh: 5' untranslated region of α-synuclein, MLPCN primary screen. alpha-synuclein 5'UTR reporter, inhibitor activity. 0.82% of 300,000 active. inhibition, % (tested at 7.5 µM); in the data active means inhibition above about 60%;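 further: H4 neuroglioblastoma cells stably carrying SNCA 5'UTR luciferase fusion; 0% = DMSO wells and 100% = positive control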
GSK3beta inhib: human GSK3beta kinase inhibition; P49841; GST-GSK3beta kinase, ADP-Glo luminescence, 60 min; active compounds read low; activity score (negative = inhibition), % at 10 µM; 0.038% of 300,000 active; AID 2097;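 active means more than half of replicate wells score below -50%, meaning over 50% inhibition versus plate controls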;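 further: 0% = median DMSO wells and -100% = median GW8510 positive control wells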
Target sequence (P49841 whole entry, looked up): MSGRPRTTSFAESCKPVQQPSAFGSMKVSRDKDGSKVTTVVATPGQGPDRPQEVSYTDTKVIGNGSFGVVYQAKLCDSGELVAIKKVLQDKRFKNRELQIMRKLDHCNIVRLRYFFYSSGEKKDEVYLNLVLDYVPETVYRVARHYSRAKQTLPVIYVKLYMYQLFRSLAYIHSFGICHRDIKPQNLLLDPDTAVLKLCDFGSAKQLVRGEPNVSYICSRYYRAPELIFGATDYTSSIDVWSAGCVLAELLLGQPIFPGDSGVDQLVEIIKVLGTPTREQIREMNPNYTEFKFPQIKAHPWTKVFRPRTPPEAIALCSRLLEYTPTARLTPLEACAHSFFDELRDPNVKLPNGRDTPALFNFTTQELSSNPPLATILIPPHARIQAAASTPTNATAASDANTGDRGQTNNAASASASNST
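Test system – GST-tagged human GSK3beta kinase, cell-free · Incubation – 60 min enzyme reaction, room temperature · Signal – ADP-Glo luminescence · Also added – peptide substrate and ATP at 25 µM · Controls – DMSO neutral wells and GW8510 at 20 µM as positive · Buffer or medium – Tris/MgCl2 kinase buffer · Measure – Luminescence-derived activity versus plate DMSO and GW8510 wells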
Active calls of the source: *; . = no result given. No enrichment for hits, and some 4.7% of all compounds hit somewhere here.

SMILES	HSF1 inhib	HSF1 activator	IEC-6 cytotox	KLF5 inh	GSK3A inh	HSP90 inh	AI-2 QS modul	HIF activator	aSyn 5UTR inh	GSK3beta inhib
COc1ccc(NC(=S)N(CCN(C)C)C(C)c2ccco2)cc1 (stereo unspecified)	5.1	6.6	4.0	-5.7	0.9	0.2	20.5	0.1	-14.6	-0.5
CN(Cc1cccs1)C(=O)Cc1csc(-c2ccccc2)n1	37.4	40.2	5.4	-41.5	1.7	4.0	14.6	4.2	-115.8	1.3
Cc1nn(C)c(Cl)c1C(N)=O	-6.0	-1.1	-3.8	-25.0	-3.6	-0.6	23.7	-0.5	-1.7	-1.9
CC(C)CC1NC(=S)N(Cc2ccccc2)C1=O (stereo unspecified)	3.3	7.7	-6.5	-30.7	0.2	-0.8	17.9	-0.2	20.6	-2.1
Oc1ccc(N=Nc2n[nH]c(-c3ccc(Cl)cc3)n2)cc1	-7.4	-2.9	1.3	-32.5	5.5	-1.5	49.9	-0.4	-109.3	-0.3
C/C(Cl)=C\Cn1c(Nc2ccccc2)nc2c1c(=O)n(C)c(=O)n2C	2.1	35.6	1.8	-1.5	3.0	-2.8	16.7	0.8	1.1	-2.4
CCOc1ccc(N(CC(=O)NCC2CCCO2)S(=O)(=O)c2ccc(Cl)cc2)cc1 (stereo unspecified)	-2.2	-6.9	6.5	3.4	-2.3	0.5	1.0	-0.1	13.6	1.1
Cc1ccc(C)c(OCCC(=O)OCC(=O)NC(=O)NC2CCCC2)c1	-0.4	11.0	.	.	4.7	.	10.8	0.7	-13.3	1.2
O=C(CCn1c(=O)c2sccc2n(CC(=O)NCc2ccco2)c1=O)NCc1ccccc1	-0.7	-3.9	-4.3	-9.8	-2.7	-0.8	23.2	0.2	6.4	-0.8
C#CCOC(=O)CCCNc1ccc([N+](=O)[O-])cc1[N+](=O)[O-]	0.3	3.3	-11.8	-26.4	.	-1.2	38.1	0.3	1.4	2.1
CNCCOc1ccc(Cl)c(Cl)c1	-6.0	-9.0	2.7	-16.3	1.1	4.2	9.2	-0.3	-6.3	3.1
COc1ccc(S(=O)(=O)Nc2cc(OC)c(NC(=O)c3ccco3)cc2OC)cc1	5.9	5.3	0.2	-37.6	-0.2	-5.1	6.8	.	0.9	1.4
COc1cc(CC(NC(C)=O)C(=O)NC2CCN(c3c(Cc4ccccc4)c(C)nc4ncnn34)CC2)cc(OC)c1 (stereo unspecified)	-6.0	0.6	0.5	-9.5	-1.1	-2.0	16.5	.	-23.6	2.3
COc1ccc(Oc2ncnc3c2oc2ccc(Br)cc23)cc1	-1.8	15.5	.	.	-0.4	.	22.4	0.5	1.7	-1.9
CCOC(=O)Cn1c(COc2ccccc2OC)[n+](C)c2ccccc21	-83.7*	-85.2	.	.	0.7	.	28.0	0.2	-0.8	3.0
COC(=O)c1cncc(C)c1	-5.3	13.4	-3.0	-4.8	-0.3	-2.2	-8.1	-0.5	3.3	3.5
CN(CC(=O)Nc1ccc(Cl)c(C(F)(F)F)c1)Cc1cc(=O)n2ccsc2n1	8.8	7.6	-4.5	-21.8	.	-4.0	.	-0.5	21.6	.
COc1ccc(OC)c(-c2csc(NC(=O)CSc3ccc([N+](=O)[O-])cc3)n2)c1	3.2	21.8	-3.6	13.8	1.0	-3.5	17.6	-0.1	-27.9	0.8
CCOC(=O)N1CCN(C(=O)CCn2c(=S)[nH]c3ccccc3c2=O)CC1	-3.0	-1.7	5.2	-15.7	0.8	-3.1	12.6	-0.4	-15.3	-3.9
CCOCCCN(CC(=O)NC1CCCC1)C(=O)C(=O)Nc1ccc2c(c1)OCCO2	-3.8	18.6	-3.1	10.9	3.7	-3.1	.	-25.0	-1.6	.
C#CCn1c(=NC(=O)c2ccc(Br)s2)sc2cc(NC(C)=O)ccc21	-8.1	-15.0	-2.4	-28.9	-5.3	-1.2	34.5	-0.1	-14.5	2.6
COc1ccc2[nH]c(=O)c(NC(N)=S)nc2c1	-4.9	-3.7	-10.0	-15.7	-1.3	-3.3	29.3	0.1	-33.5	3.1
O=C(NNc1cc(N2CCOCC2)nc(N2CCOCC2)n1)c1ccc(Cl)cc1Cl	4.5	2.4	2.3	-28.9	-0.5	0.8	18.0	0.0	23.8	0.4
Cc1[nH]c(=O)[nH]c(=O)c1S(=O)(=O)N1CCCC(C(=O)NCc2ccc3c(c2)OCO3)C1 (stereo unspecified)	-3.5	3.2	-1.7	3.8	1.9	0.9	9.5	-0.3	-3.8	2.3
COC(=O)C1=C(N)Oc2cc(C)n(CC3CCCO3)c(=O)c2C1c1ccccc1 (stereo unspecified)	-3.4	5.8	-3.3	13.9	-4.8	-1.1	14.6	-0.2	-11.0	0.8
Cc1ccc(C)c(OCCC(=O)OC(C)C(=O)Nc2c(C)n(C)n(-c3ccccc3)c2=O)c1 (stereo unspecified)	-1.7	1.3	.	.	0.1	.	.	-0.1	13.1	.
CCCCNC(=S)NNC(=O)c1c(C)nc2ccccn12	7.3	38.3	-0.4	10.1	-2.0	4.0	47.8	-0.3	17.0	1.2
COc1cccc(N2CCc3c(C)nc4ccc(Cl)cc4c32)c1	0.2	9.9	14.5	-9.5	1.2	-2.7	20.6	2.7	16.1	-6.3
Cc1cc(C(=O)N2CCCc3ccccc32)ccc1[N+](=O)[O-]	1.8	2.5	5.1	-6.5	1.3	2.4	12.5	-2.2	13.6	-22.1
COCCC(=O)N1CCCC(C(=O)c2ccc(Oc3ccccc3)cc2)C1 (stereo unspecified)	-6.1	16.5	-8.7	-25.2	0.4	-1.7	8.9	-0.3	-0.5	-1.2
CC(=O)N(CCc1ccccc1C)Cc1cc2cc(C)ccc2[nH]c1=O	1.9	11.7	1.3	-20.9	0.5	-4.4	9.4	-6.3	12.8	0.5
CC(C)=CC(=O)NCc1c(Cl)cccc1-n1cccc1	-6.3	-8.2	1.9	-28.9	.	1.3	20.5	-0.2	10.9	-13.1
CN(CCCC(=O)Nc1nccs1)S(=O)(=O)c1ccc(Cl)cc1	6.6	9.6	-0.8	-20.6	1.3	0.8	9.4	0.1	1.9	5.4
CCOc1ccc(NC(=O)CCCOc2cc(=O)n(C)c3ccccc23)cc1	11.4	19.3	-0.1	6.1	-4.7	1.1	-1.2	0.4	5.3	-4.5
O=C(Cc1cc(=O)[nH][nH]1)N/N=C/c1ccccc1Cl	0.8	4.8	3.3	-5.2	1.1	-0.6	26.2	-0.2	-18.6	1.2
CC(C)(C)C(=O)C(Oc1cccc2nonc12)n1cncn1 (stereo unspecified)	1.9	-5.9	6.9	-22.8	1.9	6.6	7.1	.	13.1	-0.8
O=C(NCc1ccc2c(c1)OCO2)c1ccc(COc2cccc(Cl)c2)o1	4.1	-12.4	4.8	-18.8	-3.9	5.5	-15.4	-2.1	2.5	2.6
CCC(CC)C(=O)c1c[nH]c(C(=O)NCc2cccs2)c1	-3.2	4.3	-0.5	6.4	1.2	-2.8	17.7	-0.5	-2.0	4.7
Cc1ccc(S(=O)(=O)n2nc(OC(=O)C(C)(C)C)cc2N)cc1	-8.1	-6.1	2.9	-29.1	-0.5	0.2	31.5	1.7	-14.2	-0.6
Cc1csc(NC(=O)C(C)N2C(=O)c3ccccc3S2(=O)=O)n1 (stereo unspecified)	1.3	-6.5	2.8	-3.9	-1.8	-1.4	4.8	-0.1	7.7	-2.0

For reference, two of the compounds above.
SMILES	HSF1 inhib	HSF1 activator	IEC-6 cytotox	KLF5 inh	GSK3A inh	HSP90 inh	AI-2 QS modul	HIF activator	aSyn 5UTR inh	GSK3beta inhib
COc1ccc(NC(=S)N(CCN(C)C)C(C)c2ccco2)cc1 (stereo unspecified)	5.1	6.6	4.0	-5.7	0.9	0.2	20.5	0.1	-14.6	-0.5
CN(Cc1cccs1)C(=O)Cc1csc(-c2ccccc2)n1	37.4	40.2	5.4	-41.5	1.7	4.0	14.6	4.2	-115.8	1.3

Further structures follow.
SMILES	HSF1 inhib	HSF1 activator	IEC-6 cytotox	KLF5 inh	GSK3A inh	HSP90 inh	AI-2 QS modul	HIF activator	aSyn 5UTR inh	GSK3beta inhib
COc1ccc(N2CCN(C(=O)c3ccc(CS(=O)(=O)c4ccccc4C)o3)CC2)cc1	-1.6	10.5	0.2	12.8	-0.1	-4.1	20.2	0.0	10.1	2.2
COc1ccc(-c2ccnc3nc(N4CCN(c5ccccc5)CC4)nn23)cc1	-1.3	-6.8	-4.0	-5.8	-0.2	0.2	17.9	-1.3	36.0	-2.4
CCN1C(=O)/C(=C\N2CCN(C(=O)c3ccco3)CC2)SC1=S	-7.4	1.7	-1.7	-24.6	-0.8	5.2	-5.6	0.5	-15.9	2.1
Cc1nn(-c2ccccc2)c(C)c1NC(=O)COc1ccc(C#N)cc1	-3.1	-0.5	-1.4	-17.9	-2.9	-1.0	14.1	-0.1	-9.1	-3.8
O=C(O)/C=C/C(=O)N1CCN(C(c2ccccc2)c2ccccc2)CC1	1.1	6.0	0.2	8.9	-0.4	-0.3	0.1	0.7	-1.4	-5.4
COC(=O)c1ccc(Nc2ncnc3c2cnn3-c2cccc(C)c2)cc1	5.3	10.1	-0.5	-25.7	0.0	0.3	7.6	0.2	5.7	-1.0
CC1=CC(C)(C)N(C(=O)c2ccccc2)c2ccc(C)cc21	-2.0	-6.8	-2.3	-5.1	.	-4.3	9.4	0.2	16.3	1.4
Nc1c(C(=O)O)cnc2nc(N3CCOCC3)nn12	-7.8	-8.0	1.2	-33.9	-0.5	-4.8	3.4	-0.5	-7.0	-2.1
CN(CCO)c1cnccn1	-9.6	4.1	-6.5	-18.5	4.0	-1.4	40.5	1.1	8.0	4.6
COc1ccc(S(=O)(=O)N2CCN(C3Cc4ccccc4C3)CC2)cc1	4.4	8.3	6.6	-17.5	2.1	2.4	5.0	0.0	-34.4	-0.3
COc1ccccc1-c1cnn2c(N3CCOCC3)cc(C)nc12	6.6	14.6	7.8	-81.3	-1.1	3.5	3.0	2.7	-164.3	1.7
O=C(Nc1nc2c(s1)CCCC2)Oc1ccccc1	-6.7	-15.0	-1.4	-29.6	-1.9	0.0	19.0	-2.5	-0.1	-2.9
Cc1ccccc1-n1c(C)nnc1SCc1nc2ccccc2s1	22.0	43.7	5.3	-19.8	-2.5	4.5	10.3	3.3	-250.0	0.9
CCC(C)(O)c1[nH]c2ccc(C#N)cc2c1C (stereo unspecified)	5.4	4.1	1.3	-14.3	-1.3	-9.4	26.0	1.0	-15.7	-0.8
O=C(NCCN1CCOCC1)c1cnn2c(-c3ccccc3)cc(-c3ccccc3)nc12	-0.8	14.2	0.6	-2.7	1.1	-2.6	-11.5	-0.9	8.1	-4.0
CCOC(=O)c1oc2ccc(S(=O)(=O)n3nc(-c4ccc(Cl)cc4)cc3N)cc2c1C	4.9	10.1	-1.3	-19.2	0.4	-1.9	8.6	0.0	26.6	-1.9
